PGK inhibitor: T. brucei PGK inhibition; PGK/GAPDH coupled, Kinase-Glo luminescence, 60 min; Potency, µM (top dose mostly 57.5 µM), without a hit: top-dose activity change, negative = inhibition, actives largely listed as inhibitors; P07378; 0.043% of 380,000 active; AID 602233; further: on the % scale 0 is the no-effect control and ±100 the full control effect; nearly all actives have a fitted effect of over 60% in size
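Luminescent ATP detection (Kinase-Glo Plus) follows a 60-minute room-temperature incubation, with wells lacking PGK as controls. Buffer: 100 mM TEA (pH 7.6), 5 mM MgCl2, 0.01% Tween-20. Coupling enzyme GAPDH (100 nM final) supplies unstable 1,3-BPG in-well.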
RGS4 inh: inhibitors of human regulator of G protein signaling 4 | Potency, µM (titrated, usually from 114 µM), for inactives: top-dose activity change, negative = inhibition, hits mostly inhibitors | P49798 | Transcreener GDP fluorescence polarization, RGS4-accelerated GTP hydrolysis | AID 504845 | 0.039% of 390,000 active; further: on the % scale 0 is the no-effect control and ±100 the full control effect; nearly all actives have a fitted effect of over 75% in size; some results filed as inactive show a strong effect at the top dose
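MLSMR compounds (23 nl, pin-transferred) preincubated 10 min at room temperature with a 500nM (2x) first reagent, then RGS4 at 900nM (2x) plus Transcreener GDP mix added; fluorescence polarization (620/688 nm) read before and after 90 min at 30 °C.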
HP1b binding inh: blocks HP1-beta chromodomain binding to methylated histone tails | P83916 | AlphaScreen HP1-beta / biotin-H3K9me3 peptide binding | Potency, µM (series often up to 114 µM), for inactives: at the top dose activity change, negative = inhibition, hits mostly inhibitors | 0.56% of 390,000 active | AID 540317; further: nearly all actives have a fitted effect of over 70% in size; inactives centre near 23
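HP1-beta protein (50 nM final) preincubated 30 min at room temperature with biotinylated H3(1-18)K9me3 peptide (50 nM) in PBS pH 7.4, 0.01% Tween-20, then compound added for 30 min. AlphaScreen streptavidin donor/nickel chelate acceptor beads (10 ug/mL final), 30 min dark, luminescence read.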
JMJD2A Tudor inh: blocks the human JMJD2A Tudor domain; O75164; AlphaScreen JMJD2A-Tudor / H3K4me3 peptide binding; Potency, µM (doses to about 114 µM), for inactives: top-dose activity change, negative = inhibition, usual class: inhibitors; 4.4% of 390,000 active; AID 504339; further: on the % scale 0 is the no-effect control and ±100 the full control effect; nearly all actives have a fitted effect of over 50% in size
Target sequence (O75164 whole entry, looked up, the tested form may be a part): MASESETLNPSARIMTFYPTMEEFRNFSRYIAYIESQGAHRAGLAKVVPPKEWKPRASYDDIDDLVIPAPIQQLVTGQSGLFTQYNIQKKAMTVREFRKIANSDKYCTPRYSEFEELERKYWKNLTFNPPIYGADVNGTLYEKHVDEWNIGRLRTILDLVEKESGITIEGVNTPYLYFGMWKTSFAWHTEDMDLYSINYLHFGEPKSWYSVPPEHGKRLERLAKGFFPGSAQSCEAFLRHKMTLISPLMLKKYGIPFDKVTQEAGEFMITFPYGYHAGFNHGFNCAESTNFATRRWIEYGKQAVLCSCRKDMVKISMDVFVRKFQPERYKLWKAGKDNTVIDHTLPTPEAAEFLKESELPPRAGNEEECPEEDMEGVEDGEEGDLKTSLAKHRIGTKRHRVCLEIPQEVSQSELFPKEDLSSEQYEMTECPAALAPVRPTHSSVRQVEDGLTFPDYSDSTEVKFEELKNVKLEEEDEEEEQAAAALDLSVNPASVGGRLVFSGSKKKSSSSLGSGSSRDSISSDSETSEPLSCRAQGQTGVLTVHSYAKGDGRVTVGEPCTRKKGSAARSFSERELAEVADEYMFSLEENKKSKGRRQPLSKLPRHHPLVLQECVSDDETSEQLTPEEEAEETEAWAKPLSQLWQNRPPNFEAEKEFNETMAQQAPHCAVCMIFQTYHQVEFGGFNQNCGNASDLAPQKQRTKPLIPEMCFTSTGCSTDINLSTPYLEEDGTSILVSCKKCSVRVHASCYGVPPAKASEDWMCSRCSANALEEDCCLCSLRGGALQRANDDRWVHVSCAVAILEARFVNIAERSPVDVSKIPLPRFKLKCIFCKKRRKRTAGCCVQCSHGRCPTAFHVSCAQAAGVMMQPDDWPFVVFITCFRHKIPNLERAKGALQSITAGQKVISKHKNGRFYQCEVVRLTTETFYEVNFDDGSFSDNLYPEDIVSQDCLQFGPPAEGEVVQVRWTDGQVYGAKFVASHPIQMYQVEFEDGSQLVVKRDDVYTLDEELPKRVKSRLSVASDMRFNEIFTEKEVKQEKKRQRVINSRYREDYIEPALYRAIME
rTrxR1 inhibitor: inhibitors of rat thioredoxin reductase 1. O89049. recombinant rTrxR1, NADPH fluorescence consumption, selenite substrate. Potency, µM (highest dose often 114 µM), without a hit: at the highest dose activity change, negative = inhibition, most hits filed as inhibitors. 1% of 390,000 active. AID 588453; further: on the % scale 0 is the no-effect control and ±100 the full control effect; nearly all actives have a fitted effect of over 65% in size
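Rat TrxR1 (90 nM in the dispensed reagent) was pre-reduced with 400 uM NADPH for 5 min at room temperature, then incubated with compound for 15 min. After 400 uM selenite was added, NADPH fluorescence (Ex 340/Em 450 nm) was followed for 8 min.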
12-LOX inh: blocks human arachidonate 12S-lipoxygenase; Potency, µM (highest dose often 108 µM), without a hit: at the highest dose activity change, negative = inhibition, actives largely listed as inhibitors; purified 12hLO, xylenol orange hydroperoxide absorbance; 1.1% of 580,000 active; AID 1671190; P18054; further: on the % scale 0 is the no-effect control and ±100 the full control effect
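Purified human 12hLO (150 nM final) in 25 mM Hepes, 0.01% Triton X-100, pH 7.0 was preincubated 15 min at room temperature with compound. Then 40 uM arachidonic acid was added, 30 min. Hydroperoxide was read by Fe-XO absorbance ratio 573/405 nm.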
GLS inhibitor: blocks human kidney-isoform glutaminase activity; GLS enzymatic activity, qHTS titration; Potency, µM (titrated, usually from 45.5 µM), without a hit: top-dose activity change, negative = inhibition, usual class: inhibitors; AID 624170; 0.21% of 410,000 active; further: on the % scale 0 is the no-effect control and ±100 the full control effect
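Assay buffer: 45 mM KH2PO4 pH 8.2, 0.02% Tween-20. hKGA acts on L-glutamine (1 mM solution added); product glutamate is reported by an oxidase/peroxidase Amplex Red coupling, with fluorescence taken at baseline and 30 min.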
ERG Ets-DNA blk: inhibitors of human ERG Ets domain-DNA interaction; P11308; fluorescence polarization, His-ERG Ets domain / labelled DNA; Potency, µM (doses to about 76.9 µM), for the others: at the top dose FP activity, negative = inhibition, usual class: inhibitors; 0.028% of 370,000 active; AID 624246; active means well fitted inhibition curve with a large enough effect in the polarisation, with a control signal flat; inconclusive means small, poorly fitted or top-dose-only effect, or effect the other way, or a change in a side signal; inactive means no such curve, though single readings can be large or run the other way; the % refers to the polarisation;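 further: polarization taken with two DNA probes labelled with fluorescein and Texas red; % of control where 0% means no effect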
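His-tagged ERG Ets domain (1 uM in the protein solution; 300mM KCl, 50mM Tris-HCl, 1mM EDTA, 1mM DTT, pH 7.5) received compound, then a probe mix of 5 nM fluorescein-DNA and 100nM Texas-615-DNA. Fluorescence polarization was read for both dyes.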
Pin1 inh: blocks the human prolyl isomerase Pin1; Q13526; Potency, µM (titrated, usually from 115 µM), for the others: at the highest dose activity, negative = inhibition, actives largely listed as inhibitors; AID 504891; Pin1 FP peptide displacement, HiFluor488, 10 min; 0.009% of 390,000 active; active means well fitted inhibition curve with a large enough effect in the polarisation, with a control signal flat, not every such curve was filed as active; inconclusive means small, poorly fitted or top-dose-only effect, or effect the other way, or a change in a side signal; inactive means no such curve, though single readings can be large or run the other way; the % refers to the polarisation; further: on the % scale 0 is the no-effect control and ±100 the full control effect
The depositor's hits bear a star; i = inactive; ? = inconclusive; · = not tested or not shown; & = joins results of further samples; [ ] = dose if it differs, or a comment. Unless noted, the call rests on the fitted dose curve; in most records, active means well fitted curve in the direction sought with a large enough effect; inconclusive means small, poorly fitted or top-dose-only effect, or another doubt; inactive means no such curve, though single readings can be large; an effect the other way counts as inactive or inconclusive. Potency means the concentration at half of the fitted maximal effect. The list is partial; count on the stated rates, not on these rows.

The first 2 compounds (preview)
mol	PGK inhibitor	RGS4 inh	HP1b binding inh	JMJD2A Tudor inh	rTrxR1 inhibitor	12-LOX inh	GLS inhibitor	ERG Ets-DNA blk	Pin1 inh
CCN(C(=O)N1CCOCC1)c1ccccc1	-12%	-26%	38%[activator]	12%[57.1 µM]	3%[57.1 µM]	1%	-2%	-6%	-1%
Cc1cc(OCC(=O)O)c2cccc(C)c2n1	2%	10%[56.9 µM]	83%[activator]	-2%[57.1 µM]	10%	?	4%	-4%	0%

The listing, repeating the preview:
mol	PGK inhibitor	RGS4 inh	HP1b binding inh	JMJD2A Tudor inh	rTrxR1 inhibitor	12-LOX inh	GLS inhibitor	ERG Ets-DNA blk	Pin1 inh
CCN(C(=O)N1CCOCC1)c1ccccc1	-12%	-26%	38%[activator]	12%[57.1 µM]	3%[57.1 µM]	1%	-2%	-6%	-1%
Cc1cc(OCC(=O)O)c2cccc(C)c2n1	2%	10%[56.9 µM]	83%[activator]	-2%[57.1 µM]	10%	?	4%	-4%	0%
CC1CC(C)CN(C(=O)COc2ccc(-c3nnco3)cc2)C1 (stereo unspecified)	-4%	-35%	39%[activator]	5%	-8%	-26%	·	-4%	-2%
O=C(CN(c1ccc(F)cc1)S(=O)(=O)c1ccccc1)NCc1ccco1	-1%	-14%	35%	-15%	-10%	-8%	5%	2%	-3%
Cc1ccc(S(=O)(=O)c2cn(C)c3cc(N4CCCCCC4)c(F)cc3c2=O)cc1	-4%	-13%	34%	-4%	12%	-20%	-6%	4%	-3%
CCOC(=O)c1[nH]c(C)c(C(=O)NCCCOC(C)C)c1C	i	13%	24%	1%	21%	15%	2%	2%	-4%
CCOc1ccc2ccccc2c1/C=N/NC(=O)CNC(=O)C(c1ccccc1)c1ccccc1	-9%	-7%	30%	-24%	48%[activator]	1%	-2%	14%	3%
Cc1ccc(NC(=O)NCCCN2CCCC2=O)cc1Cl	9%	-21%	17%	-12%	12%	5%	-1%	-3%	0%
CCCN(CCC)c1nc(N)c(C#N)c(CC#N)c1C#N	-3%	-17%	17%	-15%	-13%	·	3%	5%	?
Cn1nc(C(=O)NC2CCC(O)CC2)c2ccccc2c1=O (stereo unspecified)	3%	-3%	41%[activator]	5%	19%	345%[activator]	2%	4%	1%
COc1ccc(-c2[nH]ncc2CN2CCN(c3ccccn3)CC2)c(OC)c1	4%	-11%	32%	-13%	22%	0%	8%	16%	-3%
Cc1ccc(C)c(N2CCN(c3cnn(-c4nc5ccccc5s4)c(=O)c3Cl)CC2)c1	-6%	16%	21%	-11%	-8%	17%&-15%	-1%	-5%	-9%
CCOC(=O)C1(C)NC(c2cccs2)C2C(=O)N(c3ccccc3)C(=O)C21 (stereo unspecified)	8%	7%	29%	0%	0%[57.1 µM]	-22%	-3%	1%	-9%
O=C(c1ccc2c(c1)N(Cc1ccccc1F)C(=O)c1ccccc1S2(=O)=O)N1CCN(c2ccccn2)CC1	-3%	-9%	14%	-33%	23%	-1%	-8%	10%	3%
O=C(Cc1ccccc1)N1CCN(c2ccc([N+](=O)[O-])cc2)CC1	-9%	-7%	24%	-8%	17%	18%	-2%	14%	9%
O=C(C[C@H]1C/C=C\CCC(=O)OC[C@H]2CCCN2C1=O)NCCO	-2%	-13%	28%	-3%	8%	-29%	0%	8%	-4%
CSc1nc2ncc(-c3ccsc3)c(N)n2n1	-4%	-46%	13%	-8%[11.4 µM]	-2%[57.1 µM]	24%	10%	0%	7%
COC(=O)COc1ccc(S(=O)(=O)Nc2cc([N+](=O)[O-])ccc2C)cc1	-6%	7%	47%[activator]	-15%	11%[57.1 µM]	2%	3%	0%	-3%
COc1ccccc1OCCn1cc(C(=O)O)c2ccccc21	i	-10%	35%	1%	28%[57.1 µM]	-12%	8%	13%	-2%
O=C(CCNS(=O)(=O)c1ccccc1C(F)(F)F)N1CCN(S(=O)(=O)c2cccc(F)c2)CC1	-1%	12%	-7%	-18%	12%	0%	?	-7%	2%
COc1ccc(OC)c(CNC(=O)Cn2nc(C)c3c(C)n(-c4ccc(C)cc4)nc3c2=O)c1	-4%	-109%[56.9 µM]	9%	35µM*	11%[57.1 µM]	2%	-8%	5%	7%
CC(=O)c1c(C)[nH]c(C(=O)NCCc2c[nH]c3ccccc23)c1C	-13%	15%	47%[activator]	-18%	19%	-17%	-5%	1%	8%
Cc1ccc(NCc2nnc(SCC(=O)NCc3ccco3)n2CC2CCCO2)c(C)c1 (stereo unspecified)	i	-3%	0%	-7%	14%	-1%	8%	11%	1%
COc1ccc(C(=O)N/N=C(\c2ccccc2)c2ccccn2)cc1	-8%	6%	-3%	?	-2%	-6%	4%	4%	0%
Cc1ccc2[nH]c3c(c2c1)CCCC3C(N)=O (stereo unspecified)	-7%	12%	12%	-16%	-32%	-7%	18%	-1%	·
CC(CN1CCN(C)CC1)OC(=O)c1ccc(F)cc1 (stereo unspecified)	-2%	-20%	44%[activator]	-6%	20%[57.1 µM]	-23%	-7%	0%	-4%
COc1cccc(C(=O)Nn2c(C)nnc2-n2nc(C)cc2C)c1	-10%	-16%	83%[activator]	-3%	2%	-7%	-11%	13%	8%
CC(=O)c1nc2ccccc2n1CCc1ccccc1	i	-18%	28%	-6%	-4%	417%[activator]	2%	6%	20%
Cc1c(C(=O)Nc2cccc(S(=O)(=O)N3CCOCC3)c2)oc2ccccc12	9%	21%	15%	-8%	14%[57.1 µM]	-1%	20%	-1%	23%
CCCCCC#CCN1CCN(C23CC4CC(CC(C4)C2)C3)CC1	-6%	-2%	28%	-6%	9%	·	-3%	-5%	2%

Single values from the entries so far:
JMJD2A Tudor inh, CCOC(=O)c1[nH]c(C)c(C(=O)NCCCOC(C)C)c1C is entered as 1%
GLS inhibitor, O=C(Cc1ccccc1)N1CCN(c2ccc([N+](=O)[O-])cc2)CC1 is entered as -2%

Next part
mol	PGK inhibitor	RGS4 inh	HP1b binding inh	JMJD2A Tudor inh	rTrxR1 inhibitor	12-LOX inh	GLS inhibitor	ERG Ets-DNA blk	Pin1 inh
CCCN1CCC2(CC1)NC(C(=O)O)Cc1c2[nH]c2ccccc12 (stereo unspecified)	10%	2%	13%	-9%	?	·	6%	-9%	0%
COc1cccc(CNC(=O)CSc2n[nH]c(-c3ccccc3Cl)n2)c1OC	i	2%	15%[57 µM]	-2%	19%[57.1 µM]	-22%	-5%	0%	-7%
C/C(=N/Nc1ccccc1[N+](=O)[O-])c1ccc([N+](=O)[O-])cc1	·	14%	11%	-19%	23%	0%	-1%	-6%	-5%
COc1ccc(CNC(=O)COC(=O)Cc2ccc(Br)cc2)cc1	3%	12%	15%[57 µM]	-6%	0%[2.29 µM]	9%	6%	-2%	-2%
CCN(CC)c1ccc(NC(=O)C2=CCN(S(=O)(=O)c3ccc(F)cc3)CC2)c(C)c1	i	3%	-7%	?	-14%	-22%	13%	0%	1%
N#Cc1ccc(COC(=O)C2CC(=O)N(CCc3ccccc3)C2)cc1 (stereo unspecified)	3%	-15%	30%	-4%	-7%	0%	12%	2%	-3%
Cc1nnc(-c2cccc(C(F)(F)F)c2)nc1N1CCOCC1	-14%	0%	42%[activator]	-4%	12%[57.1 µM]	-19%	11%	7%	0%
CCOC(=O)c1cn(CC(=O)Nc2ccc(C(C)C)cc2)nn1	1%	20%	22%	-31%	10%	-8%	3%	3%	4%
O=C(O)CC(Cn1[nH]nnc1=S)c1ccccc1 (stereo unspecified)	-6%	?	13%	50µM*	-6%	?	0%	-3%	-11%
COc1cccc(N=C2NC(=O)/C(=C/c3cc([N+](=O)[O-])ccc3O)S2)c1	?	-25%	?	?	-4%	?	7%	22%	?
Cc1cnc(CN(C)C(=O)C2CCC(=O)N(CCc3ccccc3)C2)[nH]1 (stereo unspecified)	9%	14%	39%	-10%	6%	9%	0%	0%	-1%
CCOCCCn1c(=S)[nH]c2cc(C(=O)NCCOC)ccc2c1=O	-2%	-24%	43%[activator]	40µM*	-1%	-15%	-7%	4%	0%
CN(CC(=O)Nc1cccc(F)c1)C(=O)c1ccccc1Cc1ccccc1	-2%	-1%	-2%	-27%	-2%	-16%	2%	14%	4%
C=CCSCC1Nc2cc(Cl)c(S(N)(=O)=O)cc2S(=O)(=O)N1 (stereo unspecified)	-3%	-4%	30%	-20%	11%	-11%	1%&2%	0%	-5%
CCC1(CC)NC(=O)N(CC(=O)OC(C)C(=O)Nc2cc([N+](=O)[O-])ccc2OC)C1=O (stereo unspecified)	-1%	-15%	29%	-14%	-15%	?	16%	-7%	1%
CCc1c(C(=O)Nc2cc(C)ccc2OC)[nH]c(C)c1C(C)=O	-7%	-24%	34%	-13%	-5%	9%	-4%	5%	9%
Cc1cc(C)cc(OCCNC(=O)C2CCN(S(=O)(=O)c3ccccc3)CC2)c1	1%	-6%	23%	-1%	-12%	-13%	-2%	2%	-3%
CCn1cc(C(=O)NCCCOC)c(=O)c2cc(S(=O)(=O)N3CCCC3)ccc21	-10%	-8%&-7%	36%&25%	-13%&-16%	35%&11%	4%&-24%	-13%&1%	13%&-1%	-10%&-4%
CCC(C)[C@H]1COCCS(=O)(=O)N1Cc1ccc(Br)cc1 (stereo partly specified)	-2%	1%	54%[activator]	10%	10%[57.1 µM]	3%	-3%	12%	1%
